CHT block: human CHT choline transport inhibition | Q9GZV3 | CHT-expressing cells, membrane potential dye, choline response; active compounds read low | B-score at 10 µM | 0.86% of 310,000 active;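 active means B-score over 3 SD under the library average, and starting fluorescence ratio not unusually high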;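 further: choline stimulus applied at its EC90 after an EC20 pre-addition; B-score computed on integrated fluorescence ratio after choline addition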
Target sequence (Q9GZV3 whole entry, looked up): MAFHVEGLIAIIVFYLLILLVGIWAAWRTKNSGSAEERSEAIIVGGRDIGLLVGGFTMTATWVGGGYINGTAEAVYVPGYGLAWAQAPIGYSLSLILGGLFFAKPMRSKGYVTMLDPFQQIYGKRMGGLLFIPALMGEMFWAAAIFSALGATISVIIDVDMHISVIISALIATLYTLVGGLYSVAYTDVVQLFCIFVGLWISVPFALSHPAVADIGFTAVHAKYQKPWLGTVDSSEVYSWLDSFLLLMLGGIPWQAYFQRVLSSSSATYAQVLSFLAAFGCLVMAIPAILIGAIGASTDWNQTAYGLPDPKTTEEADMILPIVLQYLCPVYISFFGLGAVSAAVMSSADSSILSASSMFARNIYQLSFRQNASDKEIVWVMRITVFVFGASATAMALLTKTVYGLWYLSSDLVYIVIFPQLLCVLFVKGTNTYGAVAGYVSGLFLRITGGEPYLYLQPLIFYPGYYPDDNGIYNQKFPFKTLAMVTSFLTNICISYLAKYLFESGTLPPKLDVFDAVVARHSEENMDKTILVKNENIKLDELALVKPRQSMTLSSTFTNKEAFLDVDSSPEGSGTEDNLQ
KCNQ2 block: KCNQ2 channel blockers in CHO-K1 cells – cell-based, FluxOR thallium flux, B-score, primary screen (AID 2156) | 1.1% of 310,000 active | B-score at 10 µM | 20 min; active compounds read low | O88943;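 active means fluorescence ratio B-score at most minus 3 library SDs, with starting brightness B-score within 2 library SDs, cut at about -5.5 in these data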
* hit, by the source's call; i = inactive; . = no result given.

Start of the listing, in advance (4 entries):
SMILES	CHT block	KCNQ2 block
Fc1ccccc1Nc1nc2ccccc2n2nnnc12	i	i
Cc1ccc(C(=O)CSc2ncnc3sc4c(c23)CCCC4)cc1	i	i
CCOc1ccc(NC(=O)CN2CCc3ccccc3C2)cc1	i	i
CS/C(=N\S(=O)(=O)c1cccs1)Nc1ccc(Cl)cc1	i	i

This part in full, from the start:
SMILES	CHT block	KCNQ2 block
Fc1ccccc1Nc1nc2ccccc2n2nnnc12	i	i
Cc1ccc(C(=O)CSc2ncnc3sc4c(c23)CCCC4)cc1	i	i
CCOc1ccc(NC(=O)CN2CCc3ccccc3C2)cc1	i	i
CS/C(=N\S(=O)(=O)c1cccs1)Nc1ccc(Cl)cc1	i	i
O=C(NCc1ccc(Cl)cc1)c1ccccc1Oc1ccccc1	i	i
CSc1nc(C)cc(Oc2ccc(OCCOc3ccccc3)nn2)n1	i	i
COc1cc(C(=O)Nc2nc(-c3ccc(F)cc3)cs2)ccc1OCC(=O)N1CCOCC1	i	i
Cc1cccc(Nc2nc(N)c([N+](=O)[O-])c(N3CC(C)CC(C)C3)n2)c1 (stereo not given)	i	i
O=C(CSc1ncn[nH]1)Nc1ccc(Cl)c(S(=O)(=O)N2CCOCC2)c1	i	i
COc1ccc(N2CCN(CC(O)COC(c3ccccc3)c3ccccc3)CC2)cc1 (stereo not given)	i	i
CCOc1ccccc1NC(=O)CN1CCc2ccccc2C1	i	i
CCC(C)c1ccccc1N1CC(C(=O)Nc2ccccc2N2CCCC2)CC1=O (stereo not given)	i	i
O=C(Nc1cccc2ccccc12)C1CCN(C(=O)Cc2ccccc2)CC1	i	i
CCN(CC)S(=O)(=O)c1cccc(-c2nnc(-c3ccc(C)cc3)o2)c1	i	i
CN(C)CCCN(C(=O)c1ccc(S(=O)(=O)N2CCOCC2)cc1)c1nc2ccc(F)cc2s1	i	i
COc1ccc(-c2nc3n(n2)C(c2ccccc2Cl)C(C(N)=O)=C(C)N3)cc1 (stereo not given)	i	i
CCCNC(=O)N(CCOC)CC1CCCN(C2Cc3ccccc3C2)C1 (stereo not given)	i	i
Cc1ccc2[nH]c(=O)c3cc(C(=O)NCC4CCCO4)sc3c2c1 (stereo not given)	i	i
CNc1nc(-c2c(C)[nH]c3ccc(OC)cc23)cs1	i	i
CC1CC(C)CN(S(=O)(=O)c2ccc(NC(=O)CN3C(=O)NC(C)(c4ccccc4)C3=O)cc2)C1 (stereo not given)	i	i

Six structures out of the list, arranged by SMILES length, descending.
SMILES	CHT block	KCNQ2 block
CN(C)CCCN(C(=O)c1ccc(S(=O)(=O)N2CCOCC2)cc1)c1nc2ccc(F)cc2s1	i	i
COc1ccc(-c2nc3n(n2)C(c2ccccc2Cl)C(C(N)=O)=C(C)N3)cc1 (stereo not given)	i	i
CCN(CC)S(=O)(=O)c1cccc(-c2nnc(-c3ccc(C)cc3)o2)c1	i	i
Cc1ccc2[nH]c(=O)c3cc(C(=O)NCC4CCCO4)sc3c2c1 (stereo not given)	i	i
CCCNC(=O)N(CCOC)CC1CCCN(C2Cc3ccccc3C2)C1 (stereo not given)	i	i
CCOc1ccccc1NC(=O)CN1CCc2ccccc2C1	i	i

Going on with the list:
SMILES	CHT block	KCNQ2 block
O=[N+]([O-])c1ccc(/C=N/Nc2nc(N3CCCCC3)nc(N3CCCCC3)n2)cc1	i	i
O=C(Oc1cccc(-n2cnnn2)c1)c1sc2ccccc2c1Cl	i	i
COc1cccc(C(=O)N2CCN(C3CCCCC3)CC2)c1	i	i
Cc1ccc(N(CC(=O)NCC2CCCO2)C(=O)CNS(=O)(=O)c2ccc(Cl)cc2)cc1 (stereo not given)	i	i
Cc1nnc(-c2cnn(C)c2N)n1Cc1ccc(Cl)cc1	i	i
CC1CCN(C(=O)C(=O)c2cn(CC(=O)N3CCCC3)c3ccccc23)CC1	i	i
COc1ccc(OC)c(NC(=O)COC(=O)Cc2ccc(Br)cc2)c1	i	i
CCOc1ccc(CCNC(=O)COC(=O)CCc2cc(OC)c(OC)c(OC)c2)cc1OCC	i	i
CC(C)(C)OC(=O)COc1ccc(/C=N/NC(=O)CN2CCCCC2)cc1	.	i
CC(=O)c1c(C)[nH]c(C(=O)NCc2ccccc2)c1C	i	i
CCOc1cc(C(=O)Nc2ccc(S(=O)(=O)N3CCCCC3)cc2)ccc1OCC(=O)N1CCOCC1	i	i
C=CCNc1nc(N)c(C(=C(C#N)C#N)c2ccccc2)s1	i	i
CCOc1ccccc1Nc1ccnc2cc(Cl)ccc12	i	i
Cc1ccc(C(=O)N/C(=C\c2cn(C)c3ccccc23)C(=O)NCCN2CCOCC2)cc1	i	i
C=CCSc1nc2ccccc2c(=O)n1C1CCOC(C)(C)C1 (stereo not given)	i	-6.04*
O=C(Nc1ccc(S(=O)(=O)Nc2cnc3ccccc3n2)cc1)c1ccc(Cl)c([N+](=O)[O-])c1	-6.1*	i
O=C(O)c1ccc(-c2nc3ccccc3s2)o1	i	i
COc1cccc(/C=N/N2CCN(Cc3ccccc3)CC2)c1O	i	i
C=CCn1c2ccccc2c2nnc(SCCN3CCOCC3)nc21	i	i
COc1ccc(NC(=O)/C(C#N)=C/c2ccc(-c3ccccc3C(=O)O)o2)cc1	i	i
CO/N=C(\CCC(=O)O)c1cccs1	i	i
Cc1cc(Cl)ccc1OCCCC(=O)NO	i	i
CC(=O)c1cc(C#N)c(SCC(=O)Nc2nccs2)nc1C	i	i
CC1=NN(c2ccc(C)cc2C)C(=O)C1C(c1cccc(O)c1)C1C(=O)N(c2ccc(C)cc2C)N=C1C (stereo not given)	i	i
Cc1ccc(NC(=O)Nc2nnc(Cc3ccc([N+](=O)[O-])cc3)s2)cc1	i	i
COc1ccc(C)cc1NC(=O)CN(C)S(=O)(=O)c1cccs1	i	i
CCOC(=O)N1CCN(c2nc(C)cc(C(F)(F)F)n2)CC1	i	i
CN1CCN(S(=O)(=O)c2ccc(NC(=O)c3ccc(F)cc3)cc2)CC1	i	i
CCCn1nc(NS(=O)(=O)c2cccc3nonc23)c2cc3cccc(C)c3nc21	-6.27*	i
O=C(CSc1ccc(Cl)cc1)c1ccco1	i	i
CCCN1CCC(=O)N([C@H](CN=[N+]=[N-])Cc2ccccc2)CC1	i	i
Cc1ccc(-n2c(-c3ccccc3)cc(/C=N/NC(=O)CC#N)c2-c2ccccc2)cc1	i	i
Cn1ccnc1SCC(=O)Nc1ccc([N+](=O)[O-])cn1	.	i
COCc1cc(=O)[nH]c(/N=C(\N)Nc2ccccc2C)n1	i	i
O=C(CSc1nc2ccccc2s1)NC1CCCc2ccccc21 (stereo not given)	i	i
Cc1ccc(-n2c(-c3ccncc3)n[nH]c2=S)cc1	i	i
CCN(CC)S(=O)(=O)c1ccc(-c2nnc(SCC(=O)N3c4ccccc4CC3C)n2CC)cc1 (stereo not given)	i	i
CSc1nnnn1-c1c(C)cccc1C	i	i
COc1ccc(/C=N/Nc2c(Cl)cc(Cl)cc2Cl)cc1CN1CCOCC1	i	i
COC(=O)c1ccc(Oc2c(C(F)(F)F)oc3c(CN4CCN(C)CC4)c(O)ccc3c2=O)cc1	i	i
Cc1ccc(Cl)c(OCCCCN(C)Cc2ccccc2)c1	i	i
CN(C[C@H](Cc1ccccc1)N(C[C@H](CC1CCCCC1)N(CCc1ccccc1)N=O)N=O)N=O	i	i
Cc1c(C(=O)N2CCN(c3ccc(C(F)(F)F)cn3)CC2)oc2ccccc12	i	i
CCC1CCc2c(sc(NC(=O)c3ccco3)c2C(N)=O)C1 (stereo not given)	i	i
C(=N\c1nc2ccccc2n1CCN1CCOCC1)/c1cccs1	i	i
CC(C)(C)Cc1nnc(NS(=O)(=O)c2ccccc2)s1	i	i
CCc1nnc(N/N=C/c2c(Cl)cccc2Cl)n1N	i	i
Clc1ccccc1CSc1nnc([C@@H]2CCCN2)o1	i	i
CCCc1[nH]nc2c1C(Cc1ccccc1)C(C#N)=C(N)O2 (stereo not given)	i	i
C/C(=N\NC(=O)c1cc(-c2ccc(C)s2)[nH]n1)c1ccco1	i	i

(listing goes on)
SMILES	CHT block	KCNQ2 block
CCN(CC)S(=O)(=O)c1ccc(NC(=O)CSc2cccc[n+]2[O-])cc1	i	i
CCOC(=O)N1CCN(CC(=O)Nc2c(C(=O)OC)[nH]c3ccccc23)CC1	i	i
O=S(=O)(c1ccc(Br)s1)n1cccn1	i	i
CC(=O)Nc1ccc(S(=O)(=O)N2CCN(CCN3CCOCC3)CC2)cc1Cl	i	i
O=C(COC(=O)c1ccccn1)Nc1nc(-c2ccccc2)cs1	i	i
Cc1ccccc1NC(=O)CSc1nnc(-c2ccco2)n1N	i	i
O=C(C1=C(O)C(=O)N(CCCn2ccnc2)C1c1cccc(Br)c1)c1ccco1 (stereo not given)	i	i
O=C(Cn1c(=O)n(Cc2ccco2)c(=O)c2c3c(sc21)CCCCC3)Nc1ccccc1	i	i
Cc1c(C(=O)COC(C)(C)C)[nH]c2ccccc12	i	i
O=C(CSc1nc2ccccc2c(=O)n1CCC(=O)N1CCN(c2ccccc2)CC1)NCC1CCCO1 (stereo not given)	i	i
Cc1noc(C)c1S(=O)(=O)N1CCC(C(=O)Nc2ccc(OC(F)(F)F)cc2)CC1	i	i
COCCn1c(SC(C(=O)Nc2cc(C)ccc2OC)c2ccccc2)nnc1-c1ccc(Cl)cc1 (stereo not given)	i	-9.51*
COc1ccccc1C1(CC(=O)O)CCOC(C(C)C)C1 (stereo not given)	i	i
CCC(=O)NNC(=S)NC(=O)c1ccc(C)cc1	i	i
O=C(CNC(=O)C1COc2ccccc2O1)N/N=C\c1ccc(Cl)cc1 (stereo not given)	i	i
CN(c1cccc2cccnc12)S(=O)(=O)c1ccccc1	i	i
CCCC(C)NC(=O)Cn1c(=O)c2c(ncn2CCC(C)C)n(Cc2ccccc2)c1=O (stereo not given)	i	i
CCn1c(=O)c(C(=O)CN2c3ccccc3CC2C)c(N)n(Cc2ccccc2)c1=O (stereo not given)	i	i
COc1ccccc1N1CCN(C2CCCN(C(=O)c3cscn3)C2)CC1 (stereo not given)	i	i
CCOc1cc(-c2c(C#N)c(=O)[nH]c3c2c(C)nn3-c2ccc(F)cc2)ccc1O	i	i
O=C(CN1CCN(c2ccccc2O)CC1)NC(=O)NCc1ccco1	i	i
COCC(=O)Nc1ccc(C(=O)Nc2ccccc2Cl)cc1	i	i
Cc1cc(NC(=O)/C=C/c2ccco2)ccc1NC(=O)c1ccccc1	i	i
Cn1nnnc1SCC(=O)c1ccco1	i	i
COc1cccc(C(=O)Nc2ccc3nc4n(c(=O)c3c2)CCCC4)c1	i	i
C/C(=N\OCC(=O)NC12CC3CC(CC(C3)C1)C2)c1cc2ccccc2o1	i	-6.8*
O=S(=O)(Nc1ccc(Cl)cn1)c1ccc(F)cc1	i	i
CCOc1ccc(/C=N/NC(=O)C2CCCC2)c(OCC)c1	i	i
CC(C)Sc1sc(C(=O)O)c(-c2ccc(Cl)cc2)c1C#N	-5.65*	i
CN(C)S(=O)(=O)Oc1ccc(C(=O)Nc2cccc(C(F)(F)F)c2)cc1	i	i
Cc1cc(C)n(-c2nc(N(c3ccccc3)c3ccccc3)nc(-n3nc(C)cc3C)n2)n1	i	i
Cc1ccc(NCc2ccncc2)c(Br)c1	i	i
COc1ccc(-c2cc3ccccc3s2)cc1[C@H]1[C@H]2C=CC[C@@H](C)[C@@H]2C(=O)N1Cc1ccccc1	i	i
O=C(c1ccc2[nH]c(=O)c(=O)[nH]c2c1)N1CCN(c2ccccc2)CC1	i	i
C=CCNCCCCOc1cccc(Br)c1	i	i
CCCCCCNC(=O)CCNC(=O)c1cc(OC)c(OC)c(OC)c1	i	i
Cc1cc(S(=O)(=O)N2CCN(c3ncccn3)CC2)ccc1-n1cnnn1	i	i
CCn1c(CSCc2ccc(F)cc2)nnc1SCC(=O)N1CCN(c2ccccc2)CC1	i	i
COc1ccc(C2C(C#N)C(C#N)N3CCCN23)cc1 (stereo not given)	i	i
Cc1cccc(C(=O)NCC(=O)NCC(c2ccco2)N2CCCCC2)c1 (stereo not given)	i	i
COc1ccc(S(=O)(=O)N2CCCC(C(=O)NCc3ccc4c(c3)OCO4)C2)cc1 (stereo not given)	i	i
COc1ccc(NC(=O)COC(=O)CCCC2=NS(=O)(=O)c3ccccc3N2)cc1	i	i
CCC1CCCCN1C(=O)c1cc2c(=O)n3cccc(C)c3nc2s1 (stereo not given)	i	i
CCn1c(SCC(=O)Nc2ccc(NC(=O)c3cccs3)cc2)nnc1-c1cccnc1	i	i
COc1ccc(N(CC(=O)Nc2ccc(C)c(C)c2)S(=O)(=O)c2c(C)noc2C)cc1	i	i
CS(=O)(=O)N(CCc1ccccc1)CC(=O)N1CCCC1	i	i
COc1ccccc1N1CCN(S(=O)(=O)CCNC(=O)c2cccc(F)c2)CC1	i	i
CN(Cc1ccco1)C(=O)c1cc2c(s1)-c1ccc(Cl)cc1S(=O)(=O)C2	i	i
Cc1nc(S/C(=C/c2ccc(-c3cc(Cl)ccc3C)o2)C(=O)O)n[nH]1	i	i
COc1ccc(-n2c(=S)[nH]c3cc(C(=O)NC4CCCCC4)ccc3c2=O)c(OC)c1	i	i

(list continues)
SMILES	CHT block	KCNQ2 block
COc1cccc(C(=O)CC(=O)C(=O)Nc2cc(Cl)c(OC)cc2OC)c1	i	i
CC(=O)c1ccc(NC(=O)C2CCN(S(=O)(=O)c3cccs3)CC2)cc1	i	i
CC(C)CNS(=O)(=O)c1ccc(C(=O)Nc2ccc3c(c2)OCCO3)cc1	i	i
O=C(Nc1ncccn1)C12CC3CC(CC(C3)C1)C2	i	i
CSc1cccc(NS(=O)(=O)c2ccc3c(c2)oc(=O)n3C)c1	i	i
N#Cc1ccc(C(=O)Nn2cnnc2)cc1	i	i
Cc1cc(C)n(CC(=O)N/N=C/c2cccs2)n1	i	i

In another format: two of the compounds above.
| Molecule | CHT block | KCNQ2 block |
| --- | --- | --- |
| Cc1cccc(Nc2nc(N)c([N+](=O)[O-])c(N3CC(C)CC(C)C3)n2)c1 (stereo not given) | i | i |
| O=C(CSc1ncn[nH]1)Nc1ccc(Cl)c(S(=O)(=O)N2CCOCC2)c1 | i | i |

Source: PubChem BioAssay
